Screening results as filed in PubChem.
C8 TRAIL sens – caspase-8 TRAIL sensitization; NB7+C8 cells + TRAIL, ATPlite viability luminescence; inhibition (viability loss, TRAIL sensitization), % at 10 µM; hit rate 1% among 360,000; AID 624354;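 active = compounds causing at least 50% loss of cell viability in the single-dose screen, relative to plate controls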
TROY signal inh – inhibitors of TROY-dependent NF-kB signaling; Q293 LMP1-TROYcd NF-kB luciferase reporter, 4 h; inhibition, % at 10 µM; hit rate 0.98% among 360,000; AID 1347056;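 active = compounds whose plate-normalised and pattern-corrected inhibition of the luciferase reporter signal at the single screening dose is 50% or more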
COUP-TFII inh – NR2F2 (human) inhibition, primary screen; P24468; inhibition, % at 8.6 µM; AID 686940; hit rate 0.7% among 370,000; HEK293T NGFI-A luciferase reporter, luminescence;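 active = inhibition above a per-plate cutoff, mean inhibition of test wells between control levels plus 3 SD, cut at about 38% in these data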;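 also: cells cotransfected with COUP-TFII expression vector driving the NGFI-A reporter; 0% = median of COUP-TF2 test wells and 100% = reporter-only cells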
Target sequence (P24468 whole entry, looked up): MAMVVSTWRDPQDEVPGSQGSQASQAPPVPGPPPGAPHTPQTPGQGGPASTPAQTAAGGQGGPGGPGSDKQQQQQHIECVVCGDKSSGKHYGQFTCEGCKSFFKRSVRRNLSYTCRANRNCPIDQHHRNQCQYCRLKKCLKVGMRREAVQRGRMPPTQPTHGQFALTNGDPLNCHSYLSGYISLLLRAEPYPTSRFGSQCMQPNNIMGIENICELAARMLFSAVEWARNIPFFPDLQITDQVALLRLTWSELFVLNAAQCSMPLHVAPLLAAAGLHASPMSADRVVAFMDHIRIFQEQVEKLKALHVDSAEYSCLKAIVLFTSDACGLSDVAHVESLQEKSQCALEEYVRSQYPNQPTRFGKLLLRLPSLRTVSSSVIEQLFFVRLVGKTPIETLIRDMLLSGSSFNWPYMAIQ
SRC1 inh – inhibitors of human steroid receptor coactivator 1 (SRC1); Q15788; HEK293 GAL4-SRC1 luciferase reporter, luminescence; inhibition, % at 3.6 µM; hit rate 0.12% among 360,000; AID 588354;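 active = inhibition above the campaign mean plus 3 SD, with each screening campaign given its own cutoff, cut at about 60% in these data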;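 also: 0% = DMSO treated cells and 100% = gossypol at 36 µM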
NCOA3 inh – inhibitors of human steroid receptor coactivator 3 (SRC3) | Q9Y6Q9 | HEK293 GAL4-SRC3 luciferase reporter, luminescence | inhibition, % at 3.6 µM | hit rate 0.17% among 360,000 | AID 588352;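 active = inhibition above a per-campaign cutoff, the mean of all compounds plus 3 SD, cut at about 60% in these data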;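 also: 0% = DMSO-treated cells and 100% = gossypol-treated cells at 36 µM; higher means less SRC3-driven luciferase light from the GAL4 reporter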
EBV LMP1 NFkB – Epstein-Barr LMP1 NF-kappaB reporter inhibition; LMP1-induced NF-kappaB luciferase reporter cells, luminescence; inhibition, % at 12.5 µM; hit rate 0.69% among 350,000; AID 504558; in the data active = inhibition above about 41%;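 also: 0% = neutral control wells and 100% = reference inhibitor control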
Shn3 3UTR inh – inhibitors of Schnurri-3 3'UTR reporter in osteoblasts; inhibition, % at 12.5 µM; hit rate 0.52% among 360,000; AID 588674; Clone20 osteoblast Shn3 3'UTR firefly luciferase, 24 h;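 active = mean inhibition of at least 75% with every replicate also reaching 75%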;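 also: 0% = median of neutral control wells and 100% = pilot-screen positive control compound; some compounds past the cut are filed as inactive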
KKLEB tox – counter-screen for CF NF-kB inhibitors: cytotoxicity. KKLEB CF airway cells viability, ATPlite luminescence, overnight; active compounds read low; cells stimulated with P. aeruginosa culture filtrate. activity change (cytotoxicity), % at 5 µM. hit rate 0.36% among 360,000. AID 602141;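 active = corrected activity change at or below -50% at 5 µM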
NR5A2 inv ag – suppresses constitutive activity of human LRH-1. HEK293T StAR-luciferase reporter, LRH-1 transfected, 24 h. inhibition, % at 3.6 µM. hit rate 0.13% among 360,000. AID 602396;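 active = inhibition above the mean inhibition of all tested compounds plus 3 SD, cut at about 73% in these data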;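 also: 0% = DMSO wells and 100% = reporter-only cells lacking LRH-1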
Target sequence (O00482 whole entry, looked up): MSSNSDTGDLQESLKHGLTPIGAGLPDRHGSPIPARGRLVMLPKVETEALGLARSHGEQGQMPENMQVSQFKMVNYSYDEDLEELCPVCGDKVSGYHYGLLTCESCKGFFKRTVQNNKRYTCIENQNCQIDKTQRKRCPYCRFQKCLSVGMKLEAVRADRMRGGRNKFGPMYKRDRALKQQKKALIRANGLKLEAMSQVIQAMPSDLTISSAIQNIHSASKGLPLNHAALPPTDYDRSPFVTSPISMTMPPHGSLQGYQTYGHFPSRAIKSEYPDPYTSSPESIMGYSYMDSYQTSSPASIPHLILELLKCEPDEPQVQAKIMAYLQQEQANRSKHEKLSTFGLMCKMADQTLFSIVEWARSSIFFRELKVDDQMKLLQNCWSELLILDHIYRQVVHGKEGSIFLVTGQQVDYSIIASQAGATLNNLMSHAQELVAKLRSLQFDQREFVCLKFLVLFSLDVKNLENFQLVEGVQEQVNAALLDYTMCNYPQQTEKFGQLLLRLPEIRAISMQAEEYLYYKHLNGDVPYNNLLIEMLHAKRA
CF NFkB inh – inhibitors of cystic fibrosis induced NF-kB; KKLEB NF-kB-GFP reporter, PAF-induced, GFP fluorescence overnight; inhibition, % at 5 µM; hit rate 0.86% among 360,000; AID 588850;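 active = at least 50% inhibition at 5 µM, scaled per plate between neutral and stimulator controls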;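 also: PAF is a Pseudomonas aeruginosa culture filtrate used as stimulus; plate controls were PAF-stimulated DMSO wells for no effect and unstimulated DMSO wells for full effect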
TWEAK Fn14 block – inhibitors of TWEAK-Fn14 interaction signaling; TWEAK-stimulated Fn14 reporter cells, luciferase luminescence, 8 h; inhibition, % at 10 µM; hit rate 2% among 360,000; AID 1159606; in the data active = inhibition above about 50%
* marks the source's active call; other numbers are inactive results; . = no result given; & = joins results of further samples. Not all compounds are listed; count on the stated rates, not on these rows.

Short forms: A = C8 TRAIL sens; B = TROY signal inh; C = COUP-TFII inh; D = SRC1 inh; E = NCOA3 inh; F = EBV LMP1 NFkB; G = Shn3 3UTR inh; H = KKLEB tox; I = NR5A2 inv ag; J = CF NFkB inh; K = TWEAK Fn14 block
> CCCCOC(=O)c1ccc(NC(=O)c2cc(Cl)c(Cl)cc2C(=O)O)cc1
  A: -4; B: -37; C: -35; D: -16; E: -13; F: -6; G: -4; H: -1; I: -35; J: 1; K: -8

> Cn1c(NCc2ccco2)nc2c1c(=O)n(Cc1ccc(Br)cc1)c(=O)n2C
  A: 3; B: 1; C: -26; D: -9; E: 19; F: -4; G: 45; H: 12; I: 14; J: 18; K: 30

> CCCOc1cccc(C(=O)N/N=C/c2ccoc2)c1
  A: 32; B: -23; C: -16; D: -47; E: -7; F: -9; G: -11; H: -14; I: -6; J: 22; K: -9

> Cc1ccc(NC(=S)N2CCN(C)CC2)c(C)c1
  A: 11; B: -24; C: -1; D: -6; E: 23; F: 2; G: 0; H: -12; I: 13; J: 3; K: 23

> O=C(N/N=C/c1ccc(O)c(O)c1)c1cccc(S(=O)(=O)N2CCCC2)c1
  A: 7; B: -22; C: 4; D: -7; E: 7; F: -1; G: 2; H: 9; I: -11; J: -17; K: 5

> COc1ccc(-c2cc(=O)oc3cc(OCC(=O)N4C[C@H]5C[C@@H](C4)c4cccc(=O)n4C5)ccc23)cc1
  A: -2; B: -15; C: -4; D: -13; E: 10; F: -1; G: 14; H: -2; I: 12; J: 7; K: 5

> Cc1cc(C)cc(-n2cnc3cc(C(=O)O)ccc32)c1
  A: 3; B: 9; C: 8; D: -19; E: 11; F: 1; G: -108; H: 5; I: -4; J: 2; K: -11

> CN(C)CC/C=C1/c2ccccc2Sc2ccc(Cl)cc21
  A: -3&0; B: -2&-84; C: 3&5; D: 10&-2; E: 10&-14; F: -10; G: -29&8; H: -3&-5; I: -3&2; J: 24&5; K: 2&-36

> CC(C)NS(=O)(=O)c1ccc(OCC(=O)Nc2ccc3c(c2)OCO3)cc1
  A: -2; B: 8; C: 0; D: 11; E: 9; F: 1; G: -4; H: 0; I: 17; J: 10; K: 9

> O=C(NC(=S)Nc1cc(S(=O)(=O)N2CCOCC2)ccc1N1CCOCC1)c1ccco1
  A: 1; B: -18; C: 16; D: 4; E: 4; F: -27; G: -4; H: 0; I: 22; J: 8; K: -10

Arranged by value in SRC1 inh (largest number first): some entries from above
structure | SRC1 inh
CC(C)NS(=O)(=O)c1ccc(OCC(=O)Nc2ccc3c(c2)OCO3)cc1 | 11
O=C(NC(=S)Nc1cc(S(=O)(=O)N2CCOCC2)ccc1N1CCOCC1)c1ccco1 | 4
Cn1c(NCc2ccco2)nc2c1c(=O)n(Cc1ccc(Br)cc1)c(=O)n2C | -9

Next part
Short forms: A = C8 TRAIL sens; B = TROY signal inh; C = COUP-TFII inh; D = SRC1 inh; E = NCOA3 inh; F = EBV LMP1 NFkB; G = Shn3 3UTR inh; H = KKLEB tox; I = NR5A2 inv ag; J = CF NFkB inh; K = TWEAK Fn14 block
> Cc1ccccc1N1CCN(Cc2c(C#N)c3ccccc3n2C)CC1
  A: -6; B: 5; C: 2; D: -1; E: 9; F: -3; G: -23; H: 6; I: -8; J: -8; K: 0

> O=C(c1ccccc1)N1CCCCC(Cl)C1=O (stereo not drawn)
  A: -9; B: 7; C: 16; D: -8; E: -8; F: 2; G: -2; H: 11; I: 27; J: -11; K: 0

> COc1ccccc1-c1ncn(Cc2cccc(-c3ccccc3)c2)c1CC(C)C
  A: 45; B: 46; C: 19; D: .; E: .; F: .; G: .; H: .; I: -5; J: .; K: 38

> Cc1ccc(N=Cc2ccc[nH]2)c(O)c1
  A: -12; B: 76*; C: -27; D: -32; E: -16; F: -24; G: -95; H: 4; I: -10; J: -3; K: 42

> O=C(NCC1CCCO1)c1cc2nc(-c3ccco3)cc(C(F)(F)Cl)n2n1 (stereo not drawn)
  A: 5; B: 8; C: 6; D: -16; E: 14; F: .; G: -12; H: 10; I: 4; J: 15; K: 14

> O=C(COc1ccccc1)Nc1ccc(N2CCN(C(=O)c3cccs3)CC2)cc1
  A: 1; B: -4; C: 0; D: 2; E: 2; F: -28; G: 12; H: 10; I: 3; J: -24; K: -2

> CN(CC(=O)Nc1cccc(F)c1)C(=O)CSc1ccccc1
  A: 9; B: -22; C: -18; D: 2; E: 8; F: -5; G: -6; H: 6; I: -19; J: -6; K: 8

> Cc1cc(NS(=O)(=O)c2ccc(NC(=O)COc3ccc(Cl)c(C)c3)cc2)no1
  A: 2; B: -8; C: 3; D: 9; E: -10; F: 6; G: -3; H: 4; I: -24; J: 3; K: 11

> CCc1ccc(CN2CCN(S(=O)(=O)Cc3ccccc3)CC2)cc1
  A: -8; B: -29; C: 17; D: 6; E: -9; F: 2; G: 27; H: 4; I: 10; J: -8; K: 6

> CCOC(=O)CCN(Cc1cccs1)S(=O)(=O)c1ccc(F)cc1
  A: -17; B: 13; C: -11; D: 6; E: -6; F: 4; G: 8; H: -5; I: -13; J: 7; K: 8

> Cc1scc(C(=O)N/N=C/c2ccc(Cl)s2)c1C
  A: 20; B: -115; C: -44; D: -101; E: -81; F: -24; G: -49; H: 4; I: -119; J: -3; K: -29

> CCOC(=O)c1c(NC(=O)CSc2nccn2C)sc(C(=O)NC)c1C
  A: 9; B: -3; C: -17; D: 4; E: 8; F: 3; G: -2; H: -17; I: -15; J: 10; K: -59

> CCc1cccc(C)c1NC(=S)N(CCCN1CCN(C)CC1)Cc1cccs1
  A: -15; B: 3; C: 1; D: -3; E: -3; F: 11; G: -10; H: 8; I: -9; J: 19; K: 20

> Cc1ccccc1NCC(=O)N/N=C/c1ccc([N+](=O)[O-])cc1
  A: 15; B: -2; C: 1; D: -4; E: 5; F: -1; G: 28; H: 5; I: 6; J: -41; K: -10

> CC(c1ccco1)N(C(=O)c1cccs1)c1ccccn1 (stereo not drawn)
  A: 2; B: -38; C: -8; D: 5; E: 17; F: -1; G: -6; H: 19; I: 1; J: 6; K: 20

> O=C1CC(N(C(=O)c2ccco2)c2ccc(F)cc2)C(=O)N1c1ccc(F)cc1 (stereo not drawn)
  A: -11; B: 19; C: -13; D: -17; E: 3; F: 4; G: -14; H: -5; I: 1; J: -5; K: -5

> CC1CC(C)CN(S(=O)(=O)CCNC(=O)c2ccccc2)C1 (stereo not drawn)
  A: -15; B: 1; C: -5; D: -17; E: -7; F: -2; G: -4; H: 3; I: -8; J: -17; K: -7

> COc1ccccc1CNC(=O)CN1C(=O)N(C)C2(CCCCC2)C1=O
  A: -17; B: 4; C: 8; D: -3; E: -16; F: -3; G: -10; H: -9; I: -53; J: 20; K: 3

> Cc1ccc(F)cc1NC(=O)CCC(=O)c1cccs1
  A: -6; B: -21; C: -7; D: -5; E: 19; F: 7; G: -1; H: 10; I: -14; J: -9; K: -8

> CCOC(=O)C1(C)CCCCCN1C(=O)c1ccc(N(C)C)cc1 (stereo not drawn)
  A: -4; B: 2; C: -5; D: 2; E: 6; F: .; G: -13; H: -8; I: 7; J: -3; K: -7

> CC(C)c1ccccc1-n1c(-c2cccnc2)n[nH]c1=S
  A: 4; B: -3; C: 14; D: 12; E: 14; F: -1; G: 2; H: -2; I: 2; J: -3; K: 11

> COCCNC(=O)COc1cccc2c1OC(C)(C)C2
  A: 6; B: 16; C: -12; D: -11; E: 14; F: 30; G: 11; H: -9; I: -7; J: -8; K: 3

> COC(=O)c1ccc(OC(=O)CS(=O)c2ccccc2[N+](=O)[O-])cc1 (stereo not drawn)
  A: -3; B: 8; C: 0; D: -28; E: 7; F: -10; G: -9; H: 18; I: -2; J: -2; K: -15

> Cc1ccccc1NC(=O)C(C)OC(=O)CCC(=O)N(CC(C)C)c1c(N)n(CC(C)C)c(=O)[nH]c1=O (stereo not drawn)
  A: -4; B: -12; C: 5; D: -10; E: -6; F: -1; G: 23; H: -3; I: 10; J: 23; K: -19

> CN(c1ccccc1)S(=O)(=O)c1cccc(NC(=O)CN2C(=O)NC3(CCCC3)C2=O)c1
  A: 2; B: 6; C: -2; D: 2; E: 15; F: -6; G: -4; H: 9; I: 4; J: -40; K: -21

> COc1ccc(C(=O)NC(Cn2ccnc2)C(C)(C)C)cc1OC1CCN(C(C)C)CC1 (stereo not drawn)
  A: -14; B: 13; C: -4; D: -20; E: -10; F: -1; G: 7; H: -1; I: 2; J: -2; K: 8

> O=C(NC1CCCCC1)NC1CCN(S(=O)(=O)c2ccc3c(c2)OCCO3)CC1
  A: 8; B: -18; C: -3; D: 0; E: -10; F: 2; G: 2; H: -27; I: -4; J: 11; K: -6

> c1ccc(CSc2nnnn2-c2ccc3c(c2)OCCO3)nc1
  A: -15; B: -13; C: 8; D: -4; E: -11; F: -3; G: 2; H: 12; I: -24; J: 4; K: -5

> CC(=O)Nc1ccc(NC(=O)CSCc2cnn(-c3ccccc3)c2-n2cccc2)cc1
  A: 8; B: -32; C: -17; D: -11; E: -17; F: 2; G: 16; H: 13; I: -15; J: 12; K: 26

> CCCCn1c(N)c(N(CCOC)C(=O)COC(=O)COc2cc(C)c(Cl)cc2C(C)C)c(=O)[nH]c1=O
  A: -8; B: 20; C: -6; D: 22; E: 13; F: -6; G: 1; H: 2; I: 5; J: 17; K: 6

> COc1ccc(CCNC(=S)N(C)C)cc1OC
  A: 2; B: -6; C: 0; D: 9; E: 7; F: -2; G: 7; H: 5; I: -4; J: -26; K: 1

> COc1ccc2[nH]c(-c3ccccc3)cc2c1
  A: -1; B: -24; C: -19; D: -128; E: -104; F: -34; G: -114; H: -1; I: -135; J: -3; K: -4

> CC1=Nc2ccccc2/C1=C/c1sc(=S)n(-c2cccc(C(=O)O)c2)c1O
  A: 2; B: 20; C: -6; D: -4; E: 16; F: 0; G: -83; H: -9; I: -11; J: -24; K: 19

> COc1cc(NC(=O)CCc2nnc3ccc(N4CCCCC4)nn23)cc(OC)c1OC
  A: -6; B: 6; C: -10; D: -6; E: -6; F: 0; G: -12; H: -4; I: 6; J: -10; K: -2

> CN(CC(=O)Nc1ccccc1Cl)C(=O)COC(=O)C1CC1
  A: -1; B: -3; C: 6; D: 2; E: -8; F: -2; G: -7; H: 9; I: -2; J: -5; K: -10
